CXCR6 block – CXCR6 receptor inhibitors, primary screen, cell-based, beta-arrestin, luminescence, CHO-K1 PathHunter, 1536-well | C-X-C chemokine receptor type 6 (Homo sapiens), O00574 | inhibition, % at 20 µM | hit rate 0.36% among 360,000 | AID 602244, 2012; in the data active means inhibition above about 34%, passing the limit was not always enough;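 further: antagonist mode with CXCL16 agonist at 10 nM final; 0% = 10 nM CXCL16 with DMSO and 100% = unstimulated wells without agonist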
Target sequence (O00574 whole entry, looked up): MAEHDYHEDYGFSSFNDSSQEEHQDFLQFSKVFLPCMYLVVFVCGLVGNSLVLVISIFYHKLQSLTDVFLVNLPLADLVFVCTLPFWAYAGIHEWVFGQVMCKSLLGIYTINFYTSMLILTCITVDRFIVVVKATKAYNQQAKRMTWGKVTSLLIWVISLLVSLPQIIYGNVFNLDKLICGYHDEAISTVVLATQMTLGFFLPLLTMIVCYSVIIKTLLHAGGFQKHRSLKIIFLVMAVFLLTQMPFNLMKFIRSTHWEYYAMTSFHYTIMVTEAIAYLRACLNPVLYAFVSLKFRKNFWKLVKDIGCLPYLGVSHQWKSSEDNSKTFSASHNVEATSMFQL
Mdm2 MdmX PPI – inhibitors of human Mdm2-MdmX association, primary screen, cell-based, luminescence, split luciferase, SaOS-2, uHTS; SaOS-2 split-luciferase Mdm2/MdmX complementation; inhibition, % at 8 µM; hit rate 3% among 330,000; AID 485346, 2010;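 active means inhibition of at least 50% at 8 µM in the primary screen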
tim10-1 inh – growth inhibitors of tim10-1 mutant yeast, primary screen, luminescence, uHTS; inhibition, % at 20 µM; hit rate 2.2% among 330,000; AID 463190, 2010; S. cerevisiae tim10-1 ts strain growth, BacTiter-Glo, 24 h;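 active means inhibition of at least 40%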;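 further: mutant grown at 25 °C; 0% = DMSO wells with yeast and 100% = wells holding no yeast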
APJ ag – agonists of human apelin receptor APJ, primary screen, CHO-K1 cells, PathHunter beta-arrestin, luminescence. hit rate 0.11% among 330,000. P35414. AID 2520, 2010. activation, % at 20 µM. 0% DMSO wells, 100% apelin;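 active means activation more than six SD over the plate average, tested at 20 µM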;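 further: 0% = DMSO alone and 100% = apelin-13 at 10 nM; some results filed as inactive read as strong as hits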
Target sequence (P35414 whole entry, looked up): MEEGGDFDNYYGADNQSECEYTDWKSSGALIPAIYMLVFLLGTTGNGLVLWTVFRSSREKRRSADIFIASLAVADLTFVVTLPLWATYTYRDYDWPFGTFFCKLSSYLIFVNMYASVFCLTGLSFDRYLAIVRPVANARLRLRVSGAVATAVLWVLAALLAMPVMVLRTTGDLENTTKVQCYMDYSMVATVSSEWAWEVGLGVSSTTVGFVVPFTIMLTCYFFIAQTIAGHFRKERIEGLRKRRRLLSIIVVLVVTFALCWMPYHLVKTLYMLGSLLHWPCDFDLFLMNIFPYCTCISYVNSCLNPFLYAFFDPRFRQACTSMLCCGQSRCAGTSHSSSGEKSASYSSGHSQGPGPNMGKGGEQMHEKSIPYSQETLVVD
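system = engineered CHO-K1 APJ arrestin reporter cells | input = 1000 cells per well | timing = overnight seeding, 90 min compound at 25 °C, 1 h detection | measured by = enzyme-fragment complementation luminescence | read-out = beta-arrestin recruitment to APJ as agonist activity, luminescent signal | control set = negative DMSO alone, positive Apelin-13 at 10 nM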
APJ antagonist – antagonists of human apelin receptor APJ, primary screen, CHO-K1 cells, beta-arrestin complementation, luminescence; P35414; inhibition, % at 20 µM; hit rate 0.32% among 330,000;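 active means inhibition above about 40% at 20 µM, limit read from the data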;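 further: cells challenged with 10 nM apelin-13 agonist together with compound; plate controls were apelin-13 plus DMSO wells for no effect and DMSO wells lacking apelin-13 for full effect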
XBP1 UPR activ – activators of adaptive XBP1 UPR arm, primary screen, cell-based, CHO-XBP1 luciferase reporter, luminescence, uHTS. IRE1-XBP1 UPR activation; percent of tunicamycin response, DMSO as zero. activation, % at 20 µM. hit rate 0.33% among 330,000;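 active means versus positive control, 20 µM dose yields 30% or more activation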;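 further: 100% = tunicamycin at 10 µg/mL and 0% = DMSO only wells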
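Test system: CHO-XBP1 luciferase reporter cells | Buffer or medium: Serum-containing F12 medium, 10% FBS | Schedule: 6 h compound exposure at 37 °C, 5% CO2 | Detection: Steady-Glo luciferase glow luminescence, 10 min after reagent addition | Read-out basis: Activation, % of tunicamycin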
TIM10 inh – growth inhibitors of isogenic TIM10 control yeast, primary screen, counter-screen for tim10-1 yeast inhibitor project, luminescence, uHTS; inhibition, % at 10 µM; hit rate 1.4% among 330,000; S. cerevisiae TIM10 strain growth, BacTiter-Glo luminescence, 24 h;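 active means inhibition of 40% or more at the single tested concentration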;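 further: wild-type TIM10 isogenic control strain grown at permissive 25 °C; 0% = DMSO yeast wells and 100% = minimal medium wells without yeast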
tim23-1 inh – growth inhibitors of tim23-1 mutant yeast, primary screen, luminescence, uHTS | S. cerevisiae tim23-1 growth, BacTiter-Glo luminescence, 24 h | inhibition, % at 20 µM | hit rate 1.3% among 330,000 | AID 463212, 2010;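 active means growth inhibition of the mutant yeast at or above 50%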;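 further: temperature-sensitive mutant grown at 25 °C; plate controls were DMSO-treated mutant yeast for no effect and medium wells lacking yeast for full effect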
CHOP UPR activ – activators of apoptotic CHOP UPR arm, primary screen, cell-based, CHO-CHOP luciferase reporter, luminescence, uHTS. activation, % at 10 µM. UPR activation; percent of tunicamycin response over DMSO baseline. hit rate 0.34% among 330,000;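 active means at 10 µM dose, activation of 40% or more, normalized to positive control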;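 further: 100% = tunicamycin at 10 µg/mL and 0% = DMSO alone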
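Test system: CHO CHOP reporter cells. Input: 500 CHO-CHOP cells per well. Medium: F12 with 10% FBS. Technique: luciferase luminescence. Measure: percent activation relative to tunicamycin control. Dosing: 10 µM compound, 0.5% DMSO. Timing: 16-18 h cell attachment, then 6 h compound exposure, 37 °C.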
Numbers without * were called inactive; x = not tested or not shown. These rows are one share of the data; rates above refer to the full screens.

SMILES	CXCR6 block	Mdm2 MdmX PPI	tim10-1 inh	APJ ag	APJ antagonist	XBP1 UPR activ	TIM10 inh	tim23-1 inh	CHOP UPR activ
O=C(Oc1ccc(-c2ccccc2)cc1)N1CCOCC1	-5	-71	29	-1	11	0	-2	21	0.9
O=C(NCCc1ccc(Cl)cc1)C1CCN(C(=O)c2sccc2-n2cccc2)CC1	0	11	15	-3	10	-2	4	-2	2.0
CC(CNc1nc2ccccc2n2cnnc12)c1ccccc1 (stereo not given)	4	28	0	0	2	-1	-19	44	1.4
CCN(CC)C(=O)CN(c1cccc(OC)c1)S(=O)(=O)c1ccc(C)cc1	-6	7	20	-7	12	-2	17	13	2.2
O=[N+]([O-])c1ccc(CN2CCSCC2)cc1	5	17	-2	-5	0	-2	-26	11	0.5
COc1ccc(N=Nc2ccc(N)nc2N)cc1	7	-110	32	-7	4	4	14	34	4.7
Cc1ccc(C(=O)NCCCn2ccnc2)cc1C	-17	-8	-20	-3	-6	-4	-16	-22	0.4
Cc1cc(Oc2ccc(C(C)(C)C)cc2)nc(N2CCOCC2)n1	-11	-19	18	-6	-12	3	4	4	-1.0
Cc1ccc(S(=O)(=O)N2CCC(C(=O)NCCCN3CCOCC3)CC2)cc1C	-4	31	-5	-5	13	1	-11	3	0.7
Cc1cccc(OCCCn2c(=O)oc3ccccc32)c1	4	1	-10	-4	19	5	-30	-1	2.1
O=C(c1ccc(CS(=O)(=O)c2ccc(Br)cc2)o1)N1CCN(C2CCCCC2)CC1	0	1	2	2	3	-1	0	1	-0.7
CC(C)[C@@H]1NC(=O)c2cc([N+](=O)[O-])cc(I)c2NCCC[C@@H](C(N)=O)NC(=O)[C@H](CO)NC1=O	x	17	-8	-4	-66	-1	0	-5	-0.4
Cc1cc(Br)ccc1NC(=O)CNC(=O)c1cnn(C)c1	-7	21	0	-2	-34	0	-1	-5	0.4
O=C1OC(=O)c2c(Br)c(Br)c(Br)c(Br)c21	2	5	12	-2	8	-1	0	8	1.1
Cc1ccc(N(Cc2cc3ccc(C)cc3[nH]c2=O)S(C)(=O)=O)c(C)c1	-16	-1	18	-4	-14	0	5	13	-0.9
Cc1ccc2nc(NC(=O)c3ccc(NS(=O)(=O)c4cccs4)cc3)sc2c1	-9	-56	9	0	-4	-1	-2	-4	8.2
Cn1c(N)c(C(=O)COC(=O)CCCN2C(=O)c3ccccc3C2=O)c(=O)n(C)c1=O	-1	2	11	-1	-23	0	-7	1	-1.1
CC1(C)Oc2ccccc2OC1(O)c1ccc2ccccc2n1 (stereo not given)	-1	19	2	-2	19	-3	-7	27	-0.4
CC(C)[C@H](NC(=O)Nc1ccccc1F)C(=O)O	-4	-12	3	-4	7	2	-8	11	-5.2
COc1cc2cc(C(=O)N3CCN(Cc4ccc5c(c4)OCO5)CC3)[nH]c2cc1OC	4	23	10	2	-7	-3	12	4	1.8
COc1ccc(CNC(=O)CCc2ccc(S(=O)(=O)N3CCCCCC3)cc2)cc1OC	-2	0	13	-5	6	-5	4	19	0.3
Cc1oc(=O)c(NC(=O)c2ccccc2)cc1C(N)=O	-2	-9	5	-2	-11	-1	4	4	0.3
Fc1cc(F)c(C2SCCN2C(=S)Nc2cccc(C(F)(F)F)c2)c(F)c1 (stereo not given)	-13	9	6	-1	3	-1	-167	-67	-1.5
CCCn1nnc(NC(=O)c2ccco2)n1	0	19	-5	-6	12	-1	-1	1	0.1
CC1(C)OC2CCN3C(C(O)COS3(=O)=O)C2O1 (stereo not given)	7	-1	-11	-1	-7	1	2	-3	-2.9
COc1ccc(N2CCN(C(=O)NCc3ccc(OC)c(Cl)c3)CC2)cc1	0	-11	11	-5	-24	-3	-2	2	0.2
Cc1ccc(-n2c(C(C)C)nc3oc4ccccc4c(=O)c3c2=O)cc1	-7	-235	7	2	-3	2	12	2	1.9
CCC(C)[C@H](NC(=O)[C@@H]1Cc2c([nH]c3ccccc23)C2c3ccccc3C(=O)N21)C(=O)N1CCC[C@@H]1C(=O)O (stereo not given in full)	5	-11	11	-2	-20	-4	4	14	0.3
CN(C)c1ccc(C2CC(=O)OC3=C2C(=O)CC(C)(C)C3)cc1 (stereo not given)	12	27	16	1	0	-2	16	10	-1.1
CCN(CC)CCN(C(=O)c1ccc(C(=O)c2ccccc2)cc1)c1nc2c(OC)cccc2s1	12	16	19	-5	13	-3	13	18	-1.1
Cc1ccc(S(=O)(=O)N2CCCN(C)c3nc4ccccc4nc32)cc1	-3	23	30	-3	16	-1	22	39	0.4
Cc1ccc(-n2nc(C)c(NC(=O)CCl)c2C)cc1	5	85*	-1	-4	1	-3	2	14	3.1
CS(=O)(=O)Nc1ccc(S(=O)(=O)N2CCCCCC2)cc1	3	17	9	-1	1	0	-14	-1	3.8
O=C(NCCC(=O)N1CCCC(C(F)(F)F)C1)c1ccccc1Cl (stereo not given)	11	24	-21	3	-8	-9	4	-7	1.5
Cn1c(=O)c2c(nc(N3CCCCC3)n2CCNC2=NCCC2)n(C)c1=O	8	5	-22	0	-7	-2	-3	-11	-0.7
CCC(=O)NC(c1cc(Cl)c2ccccc2c1O)C(C)C (stereo not given)	-20	-2	21	-1	-9	-1	17	34	-1.1
COC(=O)Cc1ccc(NC(=S)NNC(=O)C2CC2)cc1	9	10	-14	-7	5	-1	-9	5	0.0
CCCS(=O)(=O)N1CCCC(C(=O)NCCCN2CCCC2=O)C1 (stereo not given)	2	11	20	-2	16	-2	9	15	-2.1
COc1ccc(C(=O)NN/C(C)=C/C(=O)C(F)(F)C(F)(F)C(F)(F)F)cc1	3	44	-11	-3	8	-2	7	41	-0.8
COc1ccc(S(=O)(=O)Nc2ccccn2)cc1C(=O)Nc1ccccc1	4	-22	6	-7	12	-2	7	5	-0.1
NC(=O)NC(=O)CSc1nc2sc(-c3ccccc3)cc2c(=O)n1-c1ccccc1	8	5	-2	0	-1	4	31	19	1.1
CC(=O)Nc1ccc(S(=O)(=O)Nc2ccc3c(c2)C(=O)OC3)cc1	x	-3	8	-3	15	-3	7	-7	1.6
COc1ccc(-c2[nH]n(-c3ccc([N+](=O)[O-])cc3)c(=O)c2C=NCc2ccc(F)cc2)cc1	-4	80*	4	-3	-18	53*	2	9	42*
O=C(CSc1nc(C2CC2)nc2ccccc12)Nc1ccccc1	6	30	1	-1	0	-4	-16	17	-0.5
CCN(CC)c1ccc(/C=N/NC(=S)NCc2ccco2)cc1	6	8	42*	-2	5	-2	46*	51*	-0.6

Entries listed so far containing a COOH group, in the order listed:
SMILES	CXCR6 block	Mdm2 MdmX PPI	tim10-1 inh	APJ ag	APJ antagonist	XBP1 UPR activ	TIM10 inh	tim23-1 inh	CHOP UPR activ
CC(C)[C@H](NC(=O)Nc1ccccc1F)C(=O)O	-4	-12	3	-4	7	2	-8	11	-5.2
CCC(C)[C@H](NC(=O)[C@@H]1Cc2c([nH]c3ccccc23)C2c3ccccc3C(=O)N21)C(=O)N1CCC[C@@H]1C(=O)O (stereo not given in full)	5	-11	11	-2	-20	-4	4	14	0.3

The listing continues.
SMILES	CXCR6 block	Mdm2 MdmX PPI	tim10-1 inh	APJ ag	APJ antagonist	XBP1 UPR activ	TIM10 inh	tim23-1 inh	CHOP UPR activ
CCOc1cc(/C=C2\C(=O)ON=C2C)ccc1OCc1ccccc1	-33	19	32	9.7*	-20	9	12	51*	11
CC(=O)Oc1ccc2oc(-c3ccccc3)c(C(N)=O)c2c1	x	14	-7	-1	2	-2	-16	-3	1.0
CC1CC(C)CN(c2cc(N(C)CCO)c([N+](=O)[O-])c3nonc23)C1 (stereo not given)	8	2	7	-3	20	-1	19	5	-1.3
O=C(NC1CCCC1)C(c1ccsc1)N(Cc1ccccc1)C(=O)Cc1cccs1 (stereo not given)	6	18	27	-6	15	-4	16	33	-2.8
Cc1ccc2oc(=O)c3cc(C(=O)N4CCN(C)CC4)sc3c2c1	-1	6	-3	-3	-5	2	-20	0	-3.2
C/C(Cl)=C\Cn1c(=O)c2c(nc3n2CCS3)n(C)c1=O	1	25	5	0	4	-3	2	16	1.9
CC(C)C[C@H](NC(=O)OC(C)(C)C)C(=O)N1CCC(C(=O)O)CC1	8	0	-9	3	16	-9	2	9	0.3
O=[N+]([O-])c1ccc(NCCCNS(=O)(=O)c2ccccc2)c(Cl)c1	6	8	23	-3	20	-1	-12	15	-3.0
O=C(Nc1ccc(F)cc1)c1ccc(Cn2cnnn2)cc1	-4	13	0	-1	1	0	6	16	0.5
CSc1ccc(S(=O)(=O)Nc2c(C)cccc2C)cc1	-6	15	24	-1	12	2	12	37	-2.0
COCCN1C2=C(COC(C)(C)C2)C(=S)NC1c1ccccc1 (stereo not given)	11	5	7	-6	2	-1	-6	-7	1.4
CCN(CC)S(=O)(=O)c1ccc(Cl)c(C(=O)NCc2ccco2)c1	-4	37	11	-4	6	4	19	6	1.0
Cc1ccc(-n2c(N)c(C(=O)NCc3cccnc3)sc2=S)cc1	5	7	14	-5	19	-2	4	3	-0.7
CCOc1ccc2nc(N3C(=O)/C(=C/c4ccccc4)NC3=S)sc2c1	9	-43	8	-3	15	8	1	9	7.2
O=C(Cn1c(=O)c2c3c(sc2n(Cc2ccccc2)c1=O)CCCC3)NCCO	1	-4	6	-2	1	2	2	16	-1.8
O=C1CSCC(=O)N1Cc1ccc(Cl)cc1Cl	-1	20	-12	-1	-4	-2	-3	14	-0.3
O=C(NC1CCCC1)c1c[nH]c2ccc(F)cc2c1=O	0	-30	11	-1	-10	1	0	3	-1.6
Fc1ccc(NC(=S)NC2CCCCC2)c(F)c1F	-4	16	9	-1	3	-3	3	15	-0.5
COCCCn1c(SCC(=O)NC2CCCC2)nnc1-c1ccco1	4	-5	2	1	-1	0	4	17	0.4
CC(C)(C)NC(=O)NC(=O)COc1ccc(Br)cc1Br	-12	-162	46*	2	3	-3	19	48	3.0
[O-]C1=N/[N+](=C/c2ccc(Cl)cc2)CC1	-5	-3	1	0	27	4	4	-3	2.2
Cc1cccc(C(=O)N/C(=C\c2ccc(C)o2)C(=O)O)c1	-4	-3	5	-2	21	1	-5	-1	-0.9
CC(=O)NC(c1ccc(C(C)C)cc1)c1c(O)ccc2ccccc12 (stereo not given)	2	-5	28	-2	19	-3	-41	10	-1.3
CCN1CCN(C(=O)/C=C/c2ccc(OC)c(OC)c2)CC1	0	-18	3	1	-20	-3	1	2	-1.6
COc1cc(NC(=O)CSc2nc(C)c(C)c(C)n2)c(C)cc1[N+](=O)[O-]	-13	-48	3	1	-2	1	13	10	0.1
COC(=O)c1ccc(C2NC(=O)c3ccccc3O2)cc1 (stereo not given)	-3	-1	10	-5	13	-4	15	35	4.1
CCc1cc2c(=O)c(Oc3ccccc3)c(C)oc2cc1O	-4	17	18	-4	-2	-3	29	22	-1.4
